# Bioassay records as filed in PubChem BioAssay.
# tim23-1 inh: growth inhibitors of tim23-1 mutant yeast, primary screen, luminescence, uHTS; S. cerevisiae tim23-1 growth, BacTiter-Glo luminescence, 24 h; inhibition, % at 20 µM; 330,000 tested, 1.3% active; AID 463212, 2010;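 active = growth inhibition of the mutant yeast at or above 50%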;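 note: temperature-sensitive mutant grown at 25 °C; plate controls were DMSO-treated mutant yeast for no effect and medium wells lacking yeast for full effect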
# APJ ag: agonists of human apelin receptor APJ, primary screen, CHO-K1 cells, PathHunter beta-arrestin, luminescence; 330,000 tested, 0.11% active; 0% DMSO wells, 100% apelin; P35414; activation, % at 20 µM; AID 2520, 2010;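 active = activation more than six SD over the plate average, tested at 20 µM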;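 note: 0% = DMSO alone and 100% = apelin-13 at 10 nM; some results filed as inactive read as strong as hits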
# Target sequence (P35414 whole entry, looked up): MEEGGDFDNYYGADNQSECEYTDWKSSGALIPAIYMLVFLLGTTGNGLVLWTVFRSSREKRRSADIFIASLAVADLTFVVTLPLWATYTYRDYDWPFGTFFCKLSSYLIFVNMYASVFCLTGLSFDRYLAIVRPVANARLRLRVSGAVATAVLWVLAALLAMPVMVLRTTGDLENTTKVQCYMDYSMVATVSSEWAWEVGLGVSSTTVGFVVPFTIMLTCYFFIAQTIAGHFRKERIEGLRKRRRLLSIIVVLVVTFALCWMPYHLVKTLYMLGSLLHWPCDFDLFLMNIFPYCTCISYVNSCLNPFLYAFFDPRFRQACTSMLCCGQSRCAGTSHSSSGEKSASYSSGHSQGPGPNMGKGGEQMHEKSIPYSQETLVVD
#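 Test system – PathHunter CHO-K1 APJ (AGTRL-1) beta-arrestin reporter cells · Input – 1000 cells/well · Compound – single test compound dose, 20 µM final, 1% DMSO · Times – compound stimulation 90 min at 25 °C, detection 60 min · Technique – beta-gal luminescence · Read-out basis – APJ–arrestin association signal · Control set – negative DMSO alone, positive Apelin-13 at 10 nM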
# Mdm2-MdmX inh: inhibitors of human Mdm2-MdmX association, primary screen, cell-based, luminescence, split luciferase, SaOS-2, uHTS; Protein Mdm4 (Homo sapiens) + E3 ubiquitin-protein ligase Mdm2 (Homo sapiens), …; SaOS-2 split-luciferase Mdm2/MdmX complementation; inhibition, % at 8 µM; 330,000 tested, 3% active;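 active = inhibition of at least 50% at 8 µM in the primary screen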
# CXCR6 block: CXCR6 receptor inhibitors, primary screen, cell-based, beta-arrestin, luminescence, CHO-K1 PathHunter, 1536-well. inhibition, % at 20 µM. 360,000 tested, 0.36% active. AID 602244, 2012; in the data active = inhibition above about 34%, passing the limit was not always enough;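 note: antagonist mode with CXCL16 agonist at 10 nM final; 0% = 10 nM CXCL16 with DMSO and 100% = unstimulated wells without agonist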
# Target sequence (O00574 whole entry, looked up): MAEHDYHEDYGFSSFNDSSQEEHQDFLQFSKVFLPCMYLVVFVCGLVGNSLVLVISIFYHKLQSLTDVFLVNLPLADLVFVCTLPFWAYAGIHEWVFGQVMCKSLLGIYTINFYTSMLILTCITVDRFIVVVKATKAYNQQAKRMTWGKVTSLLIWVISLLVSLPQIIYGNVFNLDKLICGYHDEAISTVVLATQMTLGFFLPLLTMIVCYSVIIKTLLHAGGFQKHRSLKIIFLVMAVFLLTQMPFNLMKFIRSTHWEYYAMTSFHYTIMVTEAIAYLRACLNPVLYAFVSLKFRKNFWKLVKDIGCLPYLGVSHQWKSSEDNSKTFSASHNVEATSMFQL
# TIM10 inh: growth inhibitors of isogenic TIM10 control yeast, primary screen, counter-screen for tim10-1 yeast inhibitor project, luminescence, uHTS; S. cerevisiae TIM10 strain growth, BacTiter-Glo luminescence, 24 h; inhibition, % at 10 µM; 330,000 tested, 1.4% active;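 active = inhibition of 40% or more at the single tested concentration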;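 note: wild-type TIM10 isogenic control strain grown at permissive 25 °C; 0% = DMSO yeast wells and 100% = minimal medium wells without yeast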
# APJ antag: antagonists of human apelin receptor APJ, primary screen, CHO-K1 cells, beta-arrestin complementation, luminescence; P35414; inhibition, % at 20 µM; 330,000 tested, 0.32% active;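 active = inhibition above about 40% at 20 µM, limit read from the data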;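 note: cells challenged with 10 nM apelin-13 agonist together with compound; plate controls were apelin-13 plus DMSO wells for no effect and DMSO wells lacking apelin-13 for full effect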
# XBP1 UPR activ: activators of adaptive XBP1 UPR arm, primary screen, cell-based, CHO-XBP1 luciferase reporter, luminescence, uHTS. IRE1-XBP1 UPR activation; percent of tunicamycin response, DMSO as zero. activation, % at 20 µM. 330,000 tested, 0.33% active;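 active = versus positive control, 20 µM dose yields 30% or more activation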;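 note: 100% = tunicamycin at 10 µg/mL and 0% = DMSO only wells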
#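 Material: CHO cell line with stable XBP1 luciferase reporter; schedule: 16-18 h cell attachment at 37 °C, then 6 h compound exposure; signal: glow luminescence from Steady-Glo reagent; medium: serum-containing F12 medium, 10% FBS; benchmarks: tunicamycin 10 µg/mL and vehicle-only wells; read-out: percent activation relative to tunicamycin reference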
# tim10-1 inh: growth inhibitors of tim10-1 mutant yeast, primary screen, luminescence, uHTS; S. cerevisiae tim10-1 ts strain growth, BacTiter-Glo, 24 h; inhibition, % at 20 µM; 330,000 tested, 2.2% active;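 active = inhibition of at least 40%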;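 note: mutant grown at 25 °C; 0% = DMSO wells with yeast and 100% = wells holding no yeast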
# UPR CHOP act: activators of apoptotic CHOP UPR arm, primary screen, cell-based, CHO-CHOP luciferase reporter, luminescence, uHTS. AID 449763, 2010. activation, % at 10 µM. 330,000 tested, 0.34% active. UPR activation; percent of tunicamycin response over DMSO baseline;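 active = at 10 µM dose, activation of 40% or more, normalized to positive control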;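 note: 100% = tunicamycin at 10 µg/mL and 0% = DMSO alone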
#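 Assay system: CHO cells with stable CHOP pathway luciferase reporter; Buffer or medium: F12 plus 10% serum; Times: 16-18 h cell attachment, then 6 h compound exposure, 37 °C; Signal: luciferase luminescence; Read-out basis: percent activation relative to tunicamycin control; Control set: tunicamycin high control, DMSO low control.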
# The depositor's hits bear a star; / = no result given. Not all compounds are listed; count on the stated rates, not on these rows.
SMILES,tim23-1 inh,APJ ag,Mdm2-MdmX inh,CXCR6 block,TIM10 inh,APJ antag,XBP1 UPR activ,tim10-1 inh,UPR CHOP act
CCOC(=O)C(C(=O)Nc1nccs1)C1CCCCC1 (stereo not given),21,-2,7,-13,-1,-6,-2,15,-0.6
Clc1ccc(OCc2nc(-c3ccncc3)no2)cc1,26,4,-32,0,28,2,1,20,3.2
COc1ccc(-n2nc3c(c2NC(=O)COc2ccccc2F)CS(=O)(=O)C3)cc1,-8,-8,21,10,0,23,-2,-13,0.7
O=C(NCCc1ccccc1)c1ccc2nc(N3CCOCC3)sc2c1,0,-3,-7,5,-4,-53,-1,-13,1.7
Cc1ccc(NC(=O)CCn2cnc3ccccc3c2=O)cc1,-8,-1,30,5,4,16,2,-5,3.4
CCOC(=O)CSc1nnc(NC(=O)c2ccco2)s1,29,-2,5,1,15,-8,-1,3,-1.6
COc1cc(/C=N/Nc2nc(C)cc(=O)[nH]2)cc(OC)c1O,-27,0,9,-8,-26,4,3,-46,3.1
CCCN(CCC)S(=O)(=O)c1ccc(C(=O)NCc2ccco2)cc1,20,0,6,-8,0,-14,-5,3,-0.4
CS(=O)(=O)c1ccc(CNC(=O)C2(C(F)(F)F)C/C(=C/CCO)CCCO2)cc1 (stereo not given),-2,7,-19,-2,-1,1,0,-23,-1.7
CCCn1nnc(NC(=S)NC(=O)/C=C/c2ccco2)n1,16,-1,-17,11,11,13,0,23,0.7
COc1ccc(-c2cc(C(=O)N3CC4(C)CC3CC(C)(C)C4)no2)cc1OC (stereo not given),40,-4,25,-1,33,-20,-1,38,0.2
COc1ccc2[nH]c3c(C)c4ccncc4c(C)c3c2c1,50*,0,100*,-13,59*,-92,-5,58*,-3.2
COc1ccc(N2CCN(C(c3cccs3)C(C)NC(=O)c3ccco3)CC2)cc1 (stereo not given),20,-4,-5,-4,25,10,0,28,0.7
CC(C)Oc1ccc(Cc2cnc(N)nc2N)cc1,8,-4,-15,-2,12,-2,0,10,1.4
COc1ccc(C(=O)Nc2cc(C)c(NC(=O)c3ccccn3)cn2)cc1,13,2,9,-8,11,-9,7,-31,5.0
Cc1ccc(-c2ccc(/C=C3\C(=O)ON=C3c3ccccc3)o2)c([N+](=O)[O-])c1,70*,16*,82*,25,33,-7,-3,7,25
O=C(O)c1cc(N/C(=N\S(=O)(=O)c2ccc(F)cc2)c2ccccc2)ccc1O,-3,-5,2,-1,-4,4,-2,-2,-0.6
CCOc1ccc(N=C2NN=C(c3cc(C)n(CC4CCCO4)c3C)CS2)cc1 (stereo not given),3,-3,-1,-2,8,5,-1,-3,2.2
O=C(Nc1cccc(Cl)c1N1CCCC1)c1cc2ccccc2o1,5,-12,-30,-6,1,11,5,10,3.3
O=C(COc1ccccc1)Nc1ccc(CN2CCCCC2)cc1,5,-3,-3,-7,2,4,-1,-16,1.5
CCCCC(=O)Nc1cccc(C(C)O)c1 (stereo not given),17,0,-18,/,17,7,7,14,0.9
O=S(=O)(c1ccccc1)C1(C2CC(c3ccccc3)=NO2)CC(O)C1 (stereo not given),18,4,0,-11,9,-1,5,3,-1.0
Cn1c(CCc2ccccc2)nnc1SCC(=O)N1CCCC1,18,-1,15,4,-1,7,0,0,0.2
O=C(Oc1cccc2ccccc12)c1cc(Cl)nc2ccccc12,24,-4,-11,4,16,-3,3,18,1.6
NS(=O)(=O)c1ccc(CCNC(=O)c2ccc3c(c2)OCCO3)cc1,3,-2,17,1,-1,-4,-2,6,-0.2
O=C1CCC([N+](=O)[O-])C(c2ccc(C(F)(F)F)cc2)N1 (stereo not given),3,-2,29,4,-16,-17,-1,-17,-0.3
CCCc1cnc(N2CCN(S(C)(=O)=O)CC2)nc1,14,-1,1,0,9,8,-2,3,2.6
COc1c(C)cc(C(=O)C2CCCN(C(=O)CCCn3cncn3)C2)cc1C (stereo not given),9,0,13,3,6,5,-3,-15,0.1
Cc1nnc(Nc2ccc3c(c2)ncn3C)c2ccccc12,-9,-2,10,0,1,1,1,-2,1.0
COc1ccccc1Cn1c(=S)[nH]c2cc(C(=O)NCC3CCCO3)ccc2c1=O (stereo not given),-14,-2,15,-1,-8,1,-3,-3,0.8
COC(=O)c1c(C(=O)OC)c2n(c1C)CCC2,6,-4,11,3,-6,9,-4,-2,-0.9
CCc1onc(C)c1C(=O)Nc1cc(C)ccc1OC,-1,-5,17,-5,12,-5,-2,6,1.2
CC(C)=CC(=O)N1CCC(N2CCC(C(=O)NCC3CCCO3)CC2)CC1 (stereo not given),-10,-1,-15,5,0,-34,1,-17,-1.5
COc1ccccc1Oc1cc(F)nc(N)n1,4,-3,-14,1,2,-4,-1,2,0.8
c1ccc2oc(-c3[nH]ncc3CN3CCC(N4CCSCC4)CC3)cc2c1,-40,-2,0,1,-18,10,0,4,-0.3
O=C(Nc1ccc(CN2CCCCC2)cc1)Nc1ccccc1Cl,0,-1,1,-9,5,17,3,-2,1.8
COC1(C)CC2C(CC1OC(=O)c1cc([N+](=O)[O-])cc([N+](=O)[O-])c1)C2(C)C (stereo not given),65*,13*,10,-12,63*,-52,-3,60*,-1.1
CCOc1c(C)cnc2c1c(=O)n(Cc1ccc(Cl)cc1)c(=O)n2C,-4,-3,2,-5,1,16,-4,5,1.2
CCCCOc1ccc(/C=C/C(=O)N(CC)CC(=O)Nc2ccc3c(c2)OCCO3)cc1OC,16,3,18,1,0,-9,-2,6,-1.6
CCC[C@@H]1C[C@@H](C(=O)NC(C(C)Cl)[C@H]2O[C@H](SC)[C@H](O)[C@@H](O)[C@H]2O)N(C)C1 (stereo not given in full),19,-5,-6,-7,4,7,-7,8,0.7
CCCCc1nc2cc(C(=O)N3CCCCC3C(=O)OC)ccc2o1 (stereo not given),18,-5,-58,0,8,-4,2,26,5.7
Cc1cc(S(=O)(=O)N(C)CCc2ccccc2)ccc1-n1cnnn1,0,0,19,-4,-1,6,-6,9,-0.8
O=C(Nc1cccc(Cl)c1)c1ccc(F)c(S(=O)(=O)NCc2ccc3c(c2)OCO3)c1,38,-2,4,-3,33,-16,-1,36,-0.5
O=C(c1ccc(Cl)cc1)N1CCN(c2ncccn2)CC1,15,-1,1,5,3,15,-4,11,0.5
CCn1cc(CNCc2cn(-c3ccccc3C)nc2-c2ccc(OC)c(F)c2)cn1,13,-2,14,-2,-23,-1,-1,7,-2.1
S=c1[nH]nc(COc2ccc3c(c2)OCO3)n1-c1ccccc1,12,0,7,3,8,-3,0,16,-0.4
COc1ccccc1Cc1nnnn1CC(=O)O,-6,-3,5,-1,-4,13,3,3,-1.8
CCC(C)(C)NC(=O)CN(C(=O)c1csnn1)c1ccccc1-c1ccccc1,24,0,11,0,17,18,-3,29,0.5
Cc1nc(SCc2ccc([N+](=O)[O-])cc2)nc2ccccc12,7,2,7,-1,6,4,3,8,-0.4
COc1ccc(-c2nc(N)ncc2-c2csc(C)n2)c(O)c1OC,14,3,-13,-3,16,-9,-2,10,-0.4
Cc1ccc(C(=O)N2CCN(S(=O)(=O)c3ccccc3C#N)CC2)cc1S(=O)(=O)N1CCOCC1,-23,1,-5,2,4,11,-1,-12,0.0
COCCNC(=O)CN(C)S(=O)(=O)c1ccc(Br)cc1,-4,-1,7,-2,11,19,-1,12,3.8
COc1ccc(CCN(C(=O)c2snc(C(N)=O)c2N)C(C(=O)NCC2CCCO2)c2ccc(F)cc2)cc1OC (stereo not given),14,2,-12,-2,-22,-30,-4,19,0.6
CCC(C(=O)OC(C)C)c1ccc2ccccc2c1 (stereo not given),7,-4,19,-4,-1,11,-4,6,1.9
CCOC(=O)C(C)NC(=O)c1cn(-c2ccc(OC)cc2)c(=O)c2ccccc12 (stereo not given),18,-1,20,-3,-3,16,-8,26,-0.4

# A second format for 4 compounds above.
> Cc1nc(SCc2ccc([N+](=O)[O-])cc2)nc2ccccc12
  tim23-1 inh: 7; APJ ag: 2; Mdm2-MdmX inh: 7; CXCR6 block: -1; TIM10 inh: 6; APJ antag: 4; XBP1 UPR activ: 3; tim10-1 inh: 8; UPR CHOP act: -0.4
> COc1ccc(-n2nc3c(c2NC(=O)COc2ccccc2F)CS(=O)(=O)C3)cc1
  tim23-1 inh: -8; APJ ag: -8; Mdm2-MdmX inh: 21; CXCR6 block: 10; TIM10 inh: 0; APJ antag: 23; XBP1 UPR activ: -2; tim10-1 inh: -13; UPR CHOP act: 0.7
> CCOC(=O)C(C)NC(=O)c1cn(-c2ccc(OC)cc2)c(=O)c2ccccc12 (stereo not given)
  tim23-1 inh: 18; APJ ag: -1; Mdm2-MdmX inh: 20; CXCR6 block: -3; TIM10 inh: -3; APJ antag: 16; XBP1 UPR activ: -8; tim10-1 inh: 26; UPR CHOP act: -0.4
> O=C(Nc1cccc(Cl)c1)c1ccc(F)c(S(=O)(=O)NCc2ccc3c(c2)OCO3)c1
  tim23-1 inh: 38; APJ ag: -2; Mdm2-MdmX inh: 4; CXCR6 block: -3; TIM10 inh: 33; APJ antag: -16; XBP1 UPR activ: -1; tim10-1 inh: 36; UPR CHOP act: -0.5

# Whole records, quoted from the list. Values in the order: tim23-1 inh, APJ ag, Mdm2-MdmX inh, CXCR6 block, TIM10 inh, APJ antag, XBP1 UPR activ, tim10-1 inh, UPR CHOP act
# Shown for O=C(c1ccc(Cl)cc1)N1CCN(c2ncccn2)CC1 → 15, -1, 1, 5, 3, 15, -4, 11, 0.5
# Shown for CCCc1cnc(N2CCN(S(C)(=O)=O)CC2)nc1 → 14, -1, 1, 0, 9, 8, -2, 3, 2.6
# Shown for COC1(C)CC2C(CC1OC(=O)c1cc([N+](=O)[O-])cc([N+](=O)[O-])c1)C2(C)C (stereo not given) → 65*, 13*, 10, -12, 63*, -52, -3, 60*, -1.1
# Shown for c1ccc2oc(-c3[nH]ncc3CN3CCC(N4CCSCC4)CC3)cc2c1 → -40, -2, 0, 1, -18, 10, 0, 4, -0.3
# Shown for O=C(O)c1cc(N/C(=N\S(=O)(=O)c2ccc(F)cc2)c2ccccc2)ccc1O → -3, -5, 2, -1, -4, 4, -2, -2, -0.6
